Source: PubChem BioAssay (National Center for Advancing Translational Sciences (NCATS))
PI4K2A block: inhibitors of human PI4K2A; AID 1346378; 420,000 compounds, 0.13% hits; purified PI4K2A, ADP-Glo luminescence, 1 h; hits give low values; activity change, negative = inhibition, % at 76.9 µM; Q9BTU6; in the data active = activity change below about -50%;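 note: -100% = wells without enzyme as full effect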
Target sequence (Q9BTU6 whole entry, looked up): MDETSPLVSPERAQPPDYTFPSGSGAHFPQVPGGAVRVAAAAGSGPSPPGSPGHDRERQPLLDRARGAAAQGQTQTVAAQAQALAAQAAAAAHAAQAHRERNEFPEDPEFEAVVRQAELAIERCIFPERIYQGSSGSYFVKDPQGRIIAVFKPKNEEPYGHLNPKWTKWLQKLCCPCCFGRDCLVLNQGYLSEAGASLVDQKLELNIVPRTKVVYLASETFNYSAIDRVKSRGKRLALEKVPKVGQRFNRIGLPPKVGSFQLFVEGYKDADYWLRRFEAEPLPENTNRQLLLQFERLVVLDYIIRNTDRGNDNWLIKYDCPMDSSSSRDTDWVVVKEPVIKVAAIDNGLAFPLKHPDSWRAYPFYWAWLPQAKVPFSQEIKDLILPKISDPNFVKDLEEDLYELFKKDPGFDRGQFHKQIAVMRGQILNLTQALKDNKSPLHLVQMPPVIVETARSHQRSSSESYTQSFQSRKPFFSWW
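ADP-Glo luminescence measured ADP generated by PI4K2A enzyme (4 ug/mL before mixing) with 1.2 mM PI substrate (pre-mix) and 300 microM ATP (pre-mix). Tris pH7.5 buffer with MgCl2, Triton X-100; 1 h reaction at ambient temperature.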
USP1 inh: blocks the human USP1/UAF1 deubiquitinase complex; AID 743255; O94782; 390,000 compounds, 0.23% hits; Potency, µM (highest dose often 57.1 µM), inactives show at the highest dose activity change, negative = inhibition, most hits filed as inhibitors; recombinant USP1/UAF1, Ub-Rhodamine cleavage fluorescence; note: potency is the fitted concentration of half-maximal effect; % is set by controls: 0 for no effect and ±100 for the full control effect; nearly all actives have a fitted effect of over 60% in size; inactives centre near -12
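USP1/UAF1 complex at 1 nM was preincubated with compound for 15 min at room temperature, then Ub-Rho substrate (150nM final) was added. Fluorescence (480/540 nm) was read kinetically, 6 reads every 60 seconds.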
TrxR1 substrate: rat thioredoxin reductase 1 substrate activity; O89049; purified TrxR1 substrate turnover, NADPH consumption readout; AID 588456; Potency, µM (series often up to 114 µM), inactives show top-dose activity change, negative = substrate turnover; 390,000 compounds, 0.01% hits; note: potency is the fitted concentration of half-maximal effect; % is set by controls: 0 for no effect and ±100 for the full control effect; nearly all actives have a fitted effect of over 50% in size
Target sequence (O89049 whole entry, looked up): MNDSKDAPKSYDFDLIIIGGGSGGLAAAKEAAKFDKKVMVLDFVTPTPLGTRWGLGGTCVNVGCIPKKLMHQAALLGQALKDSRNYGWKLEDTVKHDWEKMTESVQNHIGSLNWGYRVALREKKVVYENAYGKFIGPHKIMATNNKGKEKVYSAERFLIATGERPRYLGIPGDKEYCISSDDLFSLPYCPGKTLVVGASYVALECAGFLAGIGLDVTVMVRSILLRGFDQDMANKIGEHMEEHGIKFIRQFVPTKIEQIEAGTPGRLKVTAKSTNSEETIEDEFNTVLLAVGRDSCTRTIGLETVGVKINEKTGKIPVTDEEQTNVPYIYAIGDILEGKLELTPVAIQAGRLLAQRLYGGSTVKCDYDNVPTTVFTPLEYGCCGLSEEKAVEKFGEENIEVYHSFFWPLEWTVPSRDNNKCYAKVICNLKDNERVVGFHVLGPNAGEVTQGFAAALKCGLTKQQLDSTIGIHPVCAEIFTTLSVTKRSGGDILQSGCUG
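Rat TrxR1, dispensed at 90 nM, was prereduced with 400 uM NADPH (final) for 5 min at ~22 deg C, then incubated with compound 15 min before 400 uM selenite. A first-read NADPH fluorescence drop versus no-compound background flagged substrates.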
LDHA inh: inhibitors of human lactate dehydrogenase A. P00338. purified LDHA, NADH/diaphorase-resazurin fluorescence; hits give low values. activity change, % (values are at about 110 or 230 µM). 480,000 compounds, 0.15% hits; in the data active = activity change below about -30%;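 note: plate controls were DMSO wells for no effect and wells without enzyme for full effect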
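Human LDH5 (2 nM) was incubated with 0.06 mM NADH and 0.2 mM pyruvate for 5 min at room temperature in Tris pH 7.4. Remaining NADH was coupled through diaphorase/resazurin, and resorufin fluorescence was read at 0 and 20 min.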
mIDH1 inhibitor: human IDH1 R132H inhibition | O75874 | Potency, µM (doses to about 76.6 µM), without a hit: top-dose activity change, negative = inhibition, usual class: inhibitors | IDH1-R132H enzyme, NADPH consumption, diaphorase/resazurin fluorescence | 390,000 compounds, 0.093% hits | AID 602179; note: potency is the fitted concentration of half-maximal effect; % is set by controls: 0 for no effect and ±100 for the full control effect; nearly all actives have a fitted effect of over 65% in size
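IDH1-R132H (0.5 ug/mL) preincubated 30 min with compound, then NADPH (0.016 mM) and alpha-KG (2 mM) added; 80 min at RT, pH 7.5. Remaining NADPH coupled via diaphorase/resazurin to fluorescence (540/590 nm); concentration-response curves normalized to no-enzyme control.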
Glioma ERSR ind: inducers of ER stress response in human glioma cells; U87-MG GRP78 promoter luciferase reporter, 16 h; Potency, µM, for inactives: top-dose activation, most hits filed as activators; 420,000 compounds, 0.02% hits; note: potency is the fitted concentration of half-maximal effect; series mostly up to about 76 µM; % of control where 0% means no effect; nearly all actives have a fitted effect of over 35% in size
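Stably transfected U87-MG human glioma cells carrying a GRP78-based luminescent sensor were seeded at 1000 cells/well, pin-dosed with compounds and incubated 16 h. Luciferase reagent was then added, and end-point luminescence was read after 10 min at room temperature.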
Vif-APOBEC3G blk: blocks the Vif interaction with human APOBEC3G. HeLa A3G-eYFP + Vif (tagged APOBEC3G with the HIV-1 protein that degrades it), YFP fluorescence, overnight. Potency, µM (top dose mostly 46.1 µM), inactives show top-dose activity, negative = active, most hits filed as inhibitors. 410,000 compounds, 0.076% hits;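 note: potency is the fitted concentration of half-maximal effect; % is set by controls: 0 for no effect and ±100 for the full control effect; nearly all actives have a fitted effect of over 60% in size; hits raise eYFP signal because A3G escapes Vif-driven loss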
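HeLa cells stably expressing Vif and C-terminally eYFP-tagged A3G, seeded overnight at 37 deg C, then exposed to compound by pintool overnight at 37 deg C. Rise in yellow fluorescence (Ex 488/Em 500-530, Acumen) marks blocked Vif-driven A3G degradation.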
RXFP1 agonist: activates the human relaxin receptor RXFP1; Q9HBX9; HEK293T-RXFP1 cAMP TR-FRET, 30 min; response scale: percent of porcine relaxin response, buffer zero; Potency, µM (highest dose often 57.5 µM), for inactives: at the highest dose activation, actives largely listed as activators; 370,000 compounds, 0.3% hits; AID 2676; note: potency is the fitted concentration of half-maximal effect; % is set by controls: 0 for no effect and ±100 for the full control effect; nearly all actives have a fitted effect of over 60% in size; many of its hits are not listed in these tables
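cAMP rise read by TR-FRET after 30 min, 37C compound exposure (up to 58 uM) in RXFP1-transfected HEK293 cells with Ro 20174 present. EC50 from Hill-equation fits, with 29 nM porcine relaxin as 100% and buffer as basal.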
Vif-APOBEC3F blk: Vif-A3F binding inhibition. Potency, µM (top dose mostly 46.1 µM), without a hit: at the top dose activity, negative = active. HeLa A3F-eYFP + Vif (tagged APOBEC3F with the HIV-1 protein that degrades it), YFP fluorescence increase. AID 602313. 390,000 compounds, 0.2% hits; note: potency is the fitted concentration of half-maximal effect; % of control where 0% means no effect; nearly all actives have a fitted effect of over 65% in size
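Fluorescence increase (Ex 488/Em 500-530) after overnight compound treatment at 37 deg C flags inhibition of Vif-driven A3F-eYFP loss in stable HeLa A3F-eYFP/Vif cells seeded overnight beforehand.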
Numbers without * were called inactive; . = not tested or not shown; [ ] = remark or other dose. Unless noted, calls come from the whole dose curve; as a rule, active = well fitted curve in the direction sought with a large enough effect; inconclusive = small, poorly fitted or top-dose-only effect, or another doubt; inactive = no such curve, though single readings can be large; an effect the other way counts as inactive or inconclusive. Only part of the results is shown; rates above refer to the full screens.

structure	PI4K2A block	USP1 inh	TrxR1 substrate	LDHA inh	mIDH1 inhibitor	Glioma ERSR ind	Vif-APOBEC3G blk	RXFP1 agonist	Vif-APOBEC3F blk
Cn1cc(S(=O)(=O)N2CCCC2)cc1C(=O)Nc1cccc(C(F)(F)F)c1	-4.1	-8.3%	-5.5%	-16.8	-5.0%	-6.7%	2.5%	11.0%	3.3%
Cc1c(C)n2c(SCC(=O)NCc3ccc4c(c3)OCO4)nnc2[nH]c1=O	2.1	-2.0%	-4.2%	-3.9	-0.5%	-3.0%	1.3%	0.0%	0.6%
O=S(=O)(c1cccc(C(F)(F)F)c1)N1CCN(c2ccccc2)CC1	-1.6	-13.6%	5.2%	4.8	5.6%	-0.7%	0.0%	-2.7%	-6.0%
COc1cc(NC(=O)Nc2cccc([N+](=O)[O-])c2)cc(OC)c1	-4.7	0.9%	8.1%[57.1 µM]	-4.5	-2.0%	-4.3%	1.1%	0.7%	-4.9%
COc1ccccc1N1C(=O)C2CCC(c3ccccc3)CC2C1=O (centres undefined)	-1.1	-0.2%	-14.2%	3.4	2.4%	-4.1%	1.3%	2.0%	-9.1%
COc1ccc(Nc2ncnc3sc4c(c23)CCCC4)cc1	-14.0	-12.9%	-4.1%[57.1 µM]	-1.5	6.3%	-2.5%	0.9%	0.5%	7.7%
Cc1nc2nc(C)c(CCC(=O)N3CCN(c4ccccn4)CC3)c(C)n2n1	1.5	-1.7%	3.5%	-1.7	5.1%	-1.7%	-0.7%	4.1%	-3.8%
CCc1nc2c(OCCn3cccc3)cccn2c1N(C)C(=O)c1cccs1	-1.5	.	.	1.1	.	-3.2%	-6.2%	.	.
COc1cc(/C=C/c2noc(-c3ccccc3O)n2)ccc1OC(C)=O	-1.8	-2.2%	-1.0%	0.7	0.6%	0.1%	-15.3%	2.5%	7.1%
N#Cc1c(-c2ccccc2)nc2n(c1=O)CCS2	3.9	-4.6%	-11.2%	-3.3	4.9%	-1.6%	5.3%	-0.2%	-3.3%
Cc1cc(Cl)ccc1OCC(=O)OCC(=O)N(CC(C)C)c1c(N)n(Cc2ccccc2)c(=O)[nH]c1=O	2.6	-10.1%	3.6%[57.1 µM]	-16.7	0.0%	-5.6%	-5.9%	1.5%	4.7%
CN(Cc1ccccc1)C(=O)c1cccc(NC(=O)Cc2ccc(NC(=O)C3CCCN(C(=O)C4CC4)C3)cc2)c1 (centres undefined)	-0.9	-22.4%	-0.8%	-1.0	-8.3%	-1.5%	-0.1%	.	8.2%
CCN1CCN(c2cc(C)c3cc(NC(=S)N4CCCC4)ccc3n2)CC1	3.1	-7.5%	-4.2%	0.1	-6.9%	-3.0%	0.3%	-0.4%	-3.4%
NS(=O)(=O)c1cccc(NC(=O)CSc2nc3ccccc3c(=O)n2CC2CCCO2)c1 (centres undefined)	-2.3	-19.5%	2.4%	-8.2	-6.4%	-3.5%	-1.7%	2.6%	2.1%
CCO[C@@H]1OC(C(=O)NC2CC2)=C[C@H](c2c[nH]c3ccccc23)[C@H]1CCCO	-2.7	-6.0%	5.6%	0.2	-4.0%	-1.0%	-3.7%	3.3%	5.0%
CC(C)(C)NC(=O)COc1coc(CN2CCN(C(=O)c3ccco3)CC2)cc1=O	1.5	-7.5%	-6.1%	0.6	5.3%	-3.9%	0.9%	1.7%	7.7%
CC(C)(C)NCc1cc(Br)ccc1OCc1cccs1	2.3	-2.9%	-8.0%	-6.1	-1.4%	-1.8%	6.1%	-3.4%	-9.1%
COc1ccc(N(CC(O)Cn2c(C)nc3ccccc32)S(=O)(=O)c2ccc(C)cc2)cc1 (centres undefined)	-2.0	-20.2%	1.5%	-1.1	0.7%	-2.2%	1.6%	1.0%	3.0%
CCOC(=O)N1CCN(C(=O)C2CC(c3ccccc3OC)=NO2)CC1 (centres undefined)	1.0	-9.2%	9.5%[57.1 µM]	-6.9	-1.7%	1.8%	0.5%	0.1%	-2.4%
CC(=O)NC(Cc1ccc(F)cc1)C(=O)NC1CCN(C(=O)Nc2ccccc2C)CC1 (centres undefined)	0.7	-3.6%	-2.7%	2.7	0.0%	-2.9%	-0.6%	-1.5%	-7.5%
COc1ccccc1-c1noc(CCC(=O)Nc2cc(C(F)(F)F)ccc2Cl)n1	-0.7	-4.6%	-13.5%	-5.7	-0.6%	-0.7%	-0.1%	2.8%	-0.1%
COc1cc(S(=O)(=O)N2CCN=C2c2ccccc2)ccc1Cl	-0.4	-27.0%	3.5%	-10.9	-7.1%	2.4%	1.0%	0.8%	1.7%
Cc1ccc(-n2nc3c(=O)n(CC(=O)NCc4ccco4)nc(C)c3c2C)cc1	-1.1	-39.9%	5.1%	-5.4	-15.8%	-0.8%	-3.0%	3.8%	-6.3%
COc1ccc(-c2ccc(C)cc2)cc1[C@H]1[C@@H]2C=CCC[C@@]2(C)C(=O)N1Cc1ccccc1	-3.0	-27.4%	5.5%	-0.1	-8.4%	-2.2%	-0.8%	0.3%	2.4%
N#C/C(=C\c1ccc(-c2cccc([N+](=O)[O-])c2)o1)C(=O)Nc1nc(-c2cccs2)cs1	-6.9	-10.0%	-4.4%	-2.2	-0.3%	-0.2%	-2.6%	0.0%	-3.8%
Cc1sc2c(=O)n3c(nc2c1C(=O)NCCCN1CCOCC1)CCCCC3	-10.8	-16.9%	-5.4%	-7.7	5.9%	-3.8%	-6.8%	3.1%	5.6%
CC(=O)c1c(C)[nH]c(C(=O)CN(C)CC(=O)Nc2ccccc2Cl)c1C	2.6	-7.2%	-2.3%[57.1 µM]	6.8	3.8%	-5.7%	0.4%	.	-2.4%
CN(C)CCNC(=O)C(=O)NCC1OCCN1S(=O)(=O)c1ccc2c(c1)OCCO2 (centres undefined)	0.5	-20.3%	9.7%	-5.9	0.4%	-7.8%	-10.5%	-2.6%	12.7%
CCOC(=O)NNC(=O)C12CC3CC(CC(C3)C1)C2	-2.2	-8.5%	11.2%	1.2	0.0%	-2.8%	5.0%	-0.7%	-5.7%
COc1ccc(OC)c(S(=O)(=O)NCC2CCCO2)c1 (centres undefined)	-3.6	2.2%	1.8%	-6.7	-1.2%	-4.1%	-0.7%	2.4%	.
Cc1ccc(C)c(Cn2c(CCCNC(=O)C3CCCCC3)nc3ccccc32)c1	-1.5	15.9%	0.6%	-5.9	-7.2%	-3.0%	-2.7%	-0.2%	-11.8%
CN1CCC(OC(=O)Cc2ccc(Cl)cc2)CC1	0.3	-12.0%	1.6%	-4.4	1.6%	-0.2%	3.9%	-0.6%	1.7%
COc1ccccc1N1CCN(c2nc3ccc(C)cc3n3nnnc23)CC1	-2.5	-14.4%	-0.4%	4.2	4.9%	-0.3%	-3.0%	1.8%	-17.0%
CN(C)C1(CNC(=O)C2CCN(S(=O)(=O)c3cccc(C(F)(F)F)c3)CC2)CCCCC1	-0.2	-8.4%	0.7%	-6.1	2.8%	-3.8%	1.5%	0.4%	1.3%
Cc1[nH]c2ccccc2c1C(=O)C(=O)NCc1cccs1	-3.5	5.4%	-1.9%[57.1 µM]	-14.0	-9.6%	3.1%	4.2%	2.9%	1.1%
O=C(CSc1nnc(-c2ccc3c(c2)OCO3)o1)Nc1ncc(C(F)(F)F)cc1Cl	8.4	-8.8%	-2.7%[57.1 µM]	0.5	-12.2%	-3.0%	-0.5%	11.5%	-5.9%
COC(=O)[C@]1(Cc2ccccc2)N[C@H](CN(C)C(=O)Nc2ccc(C(F)(F)F)cc2)[C@@H]2C(=O)N(C)C(=O)[C@@H]21	-6.0	-8.3%	-3.0%	-1.5	-5.3%	1.9%	-1.6%	.	-0.4%

Complete entries, quoted from the list. Values in the order: PI4K2A block	USP1 inh	TrxR1 substrate	LDHA inh	mIDH1 inhibitor	Glioma ERSR ind	Vif-APOBEC3G blk	RXFP1 agonist	Vif-APOBEC3F blk
`NS(=O)(=O)c1cccc(NC(=O)CSc2nc3ccccc3c(=O)n2CC2CCCO2)c1` (centres undefined) in the list: -2.3	-19.5%	2.4%	-8.2	-6.4%	-3.5%	-1.7%	2.6%	2.1%
`COc1ccc(N(CC(O)Cn2c(C)nc3ccccc32)S(=O)(=O)c2ccc(C)cc2)cc1` (centres undefined) in the list: -2.0	-20.2%	1.5%	-1.1	0.7%	-2.2%	1.6%	1.0%	3.0%
`CCO[C@@H]1OC(C(=O)NC2CC2)=C[C@H](c2c[nH]c3ccccc23)[C@H]1CCCO` in the list: -2.7	-6.0%	5.6%	0.2	-4.0%	-1.0%	-3.7%	3.3%	5.0%
